# PglD inh – inhibitors of Campylobacter jejuni PglD acetyltransferase; purified PglD enzyme, DTNB colorimetric CoA detection; inhibition, % at 12.5 µM; 360,000 compounds, 0.098% hits; in the data active = inhibition above about 16%, passing the limit was not always enough; note: strong numbers were not always called active
# C2C12 statin – suppression of simvastatin myotoxicity; C2C12 myotubes + simvastatin, ATP luminescence, 48 h; scaled: DMSO 0, geranylgeraniol control 100; rescue of ATP level, % at 7.49 µM; 330,000 compounds, 0.78% hits; AID 602340;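 active = mean ATP rescue above about 67%, or every replicate alone reaching that limit, limit read from the data, passing the limit was not always enough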;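 note: myotubes were challenged with 10 µM simvastatin during compound exposure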
# GSIS activator – GLuc luminescence reporter in INS-1E cells, primary screen for activators of glucose-dependent secretion of insulin | INS-1E GLuc reporter insulin secretion, 2-3 h | activation, % at 16.6 µM | 370,000 compounds, 0.61% hits;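 active = lowest replicate activation of at least 40%, so every replicate reaches that level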;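 note: 0% = median of neutral control wells and 100% = median of IBMX positive control wells; some compounds called inactive have numbers as strong as hits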
# miR122 inh – blocks miR-122 activity in Huh7 sensor cells; activation (reporter increase), % at 12.5 µM; AID 602342; Huh7 miR-122 Renilla luciferase sensor, 48 h; neutral wells = 0, positive control = 100; 340,000 compounds, 0.3% hits;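 active = mean replicate activation score at least 90 and every replicate individually at or above 90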;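 note: higher luciferase means less miR-122 activity so hits act as miR-122 inhibitors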
# FN deposition inh – fibronectin deposition inhibition | AID 743247 | inhibition, % at 12.6 µM | 350,000 compounds, 0.086% hits | AH1F fibroblasts, Alexa488-fibronectin deposition fluorescence, overnight;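 active = mean inhibition across replicates of 30% or more, regardless of how many single replicates reach that level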;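 note: positive control wells lacked labelled fibronectin entirely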
#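 Material: AH1F fibroblast monolayer depositing Alexa488-labelled fibronectin into matrix | Input: 10000 AH1F cells/well | Medium: DMEM plus 2% serum, read in PBS | Reagent: Alexa488-fibronectin, 24 nM final in well | Compound dosing: One dose per compound, pinned | Schedule: 1 h adhesion, overnight exposure | Measured by: Fluorescence at 485 nm excitation, 525 nm emission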
# PGC1a acetyl inh – lowers PGC1a acetylation signal in U2OS cells; AlphaScreen anti-acetyl-lysine; with virally co-expressed GCN5 acetyltransferase; inhibition, % at 15.6 µM; 350,000 compounds, 0.17% hits;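 active = every replicate shows inhibition of at least 40%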;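 note: 0% = neutral control wells and 100% = positive control wells; some results beyond the cut were filed as inactive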
# F508del corr – CFTR F508del correction in bronchial cells. activity (quench increase), % at 7.58 µM. CFBE cells, YFP halide quenching; stimulated with forskolin plus potentiator P3; % fluorescence drop versus neutral controls. 350,000 compounds, 0.36% hits;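 active = mean added fluorescence quench of at least 8% versus neutral control, with both replicates also reaching 8%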;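 note: cells transiently co-express mutant CFTR-F508del with the halide-sensitive YFP; corrector assay measuring rescue of mutant channel to the surface after 24 h compound exposure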
# Cneo AK release – Cryptococcus neoformans lysis via adenylate kinase release. C. neoformans lysis, adenylate kinase release luminescence, 4 h; normalised: neutral wells 0, clomiphene wells 100. lysis activity, % at 15 µM. 360,000 compounds, 0.2% hits. AID 651654;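 active = mean lysis activity across replicates of at least 80%, whatever share of replicates individually reach that level; inactive = mean lysis activity below 80%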
#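 Assay system: C. neoformans cells. Amount: yeast cell density of 5 × 10^6 cells/mL. Technique: AK luminescence. Buffer or medium: YPD. Times: static 4 h at 37 °C with compound, 1 h detection. Dosing: single-point compound dose. Read-out: lysis from increased AK signal.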
# Active calls of the source: *; x = no result given; [ ] = remark or other dose.
# Order of results – FN deposition inh | PGC1a acetyl inh | F508del corr | GSIS activator | PglD inh | miR122 inh | C2C12 statin | Cneo AK release
COc1ccc(NC(=S)N(CCc2c(C)[nH]c3ccccc23)Cc2cccnc2)cc1
    7 | -9 | 1.8 | -14 | 2 | 3 | -8 | 0
CCCOc1ccc(C2=CSC3=NCCN23)cc1
    -1 | x | -0.6 | 1 | 4 | x | 24 | 0
COc1cccc(CNC(=O)[C@H](CC(C)C)NC(=O)N2CCn3c2nc2ccccc23)c1
    4 | -1 | 0.1 | -46 | 2 | -3 | 29 | 1
COC(=O)c1cccc(C23CC4(C2)[C@H](CN(Cc2ccc(-c5ccccc5)cc2)[C@@H]4c2ccccc2)C3c2ccc(Cl)nc2)c1 (stereo partly drawn)
    -6 | x | 6.0 | -17 | 0 | 5 | 1 | 3
CC(=O)N(C)C[C@@H]1Oc2ncc(-c3cccc(C#N)c3)cc2C(=O)N([C@@H](C)CO)C[C@@H]1C
    -17 | 5 | x | 6 | 0 | -8[16.7 µM] | 23 | -9
CC(C)n1c(N2CCN(C(=O)N3CCCCC3)CC2)nc2ccccc21
    10 | x | x | x | -3 | -9 | x | 0
CC(C)c1nnc(SCC(=O)NCc2ccc3c(c2)OCO3)n1C
    -2 | -5 | x | 5 | 2 | x | x | 1
Cc1ccc(C)c(S(=O)(=O)N2CCN(CC(=O)Nc3cc(C)on3)CC2)c1
    x | -2 | x | x | -3 | 3 | 12 | 0
C=CCNC(=O)c1c2c(nc3ccccc13)-c1ccccc1CC2
    x | -8 | x | x | -5 | 16 | 7 | 0
COC(=O)C[C@@H]1C[C@@H]2c3cc(NS(=O)(=O)c4ccc(OC)cc4)ccc3O[C@@H]2[C@H](CO)O1
    2 | -1 | -1.2 | 11 | 6 | 0[16.7 µM] | -4 | 5
CC(C)OCCCNC(=S)N1CCC(C(=O)c2ccc(F)cc2)CC1
    3 | -5 | -0.8 | -5 | -4 | -3 | 9 | 1
COc1ccc(-c2cc(C(=O)N3CCCCCC3)c3ccccc3n2)c(OC)c1
    -8 | -10 | 2.5 | -44 | -3 | 6 | -5 | 2
Clc1ccc(-c2noc(CCCOc3ccccc3)n2)cc1
    x | 1 | x | x | -5 | 0 | -8 | 3
O=C(Nc1ccc2c(c1)OCO2)N[C@H]1CC[C@@H](CCNC(=O)C2CCCCC2)O[C@H]1CO
    x | 11 | -2.0 | 0 | 1 | x | 11 | 5
C[C@H]1CCCCO[C@H](CN(C)S(=O)(=O)c2ccc(Cl)cc2)[C@@H](C)CN([C@@H](C)CO)C(=O)c2cc(NC(=O)Nc3ccc(F)cc3)ccc2O1
    -15 | -4 | -1.5 | 13 | 1 | -1[16.7 µM] | x | -1
COC(=O)c1sc(-c2ccc(C(C)(C)C)cc2)cc1NC(=O)/C=C/C(=O)O
    -10 | 9 | 1.1 | x | -2 | 3 | x | -1
O=C(Nn1cc(C(=O)N2CCN(c3ccccc3F)CC2)c2ccccc2c1=O)c1cnccn1
    8 | 4 | x | -8 | -3 | x | 4 | -1
Cc1cccc(Nc2c([N+](=O)[O-])cc(C(=O)N3CC(=O)Nc4ccccc43)cc2[N+](=O)[O-])c1
    9 | 8 | -1.0 | -5 | 2 | -2 | 8 | -4
COC(=O)C[C@H]1CC[C@H]2[C@H](COc3ccc(NC(=O)c4cccc(Cl)c4)cc3C(=O)N2C)O1
    5 | x | x | -11 | -4 | x | -14 | 76
CC(=O)N(C)C[C@@H]1Oc2ncc(C#CC(C)(C)O)cc2C(=O)N([C@H](C)CO)C[C@@H]1C
    6 | 3 | -1.1 | 7 | 4 | -2[16.7 µM] | 3 | -7

# Compound profiles, from the list above. Order of values: FN deposition inh | PGC1a acetyl inh | F508del corr | GSIS activator | PglD inh | miR122 inh | C2C12 statin | Cneo AK release
# COc1ccc(NC(=S)N(CCc2c(C)[nH]c3ccccc23)Cc2cccnc2)cc1 is listed with 7 | -9 | 1.8 | -14 | 2 | 3 | -8 | 0
# COc1ccc(-c2cc(C(=O)N3CCCCCC3)c3ccccc3n2)c(OC)c1 is listed with -8 | -10 | 2.5 | -44 | -3 | 6 | -5 | 2
# COC(=O)C[C@@H]1C[C@@H]2c3cc(NS(=O)(=O)c4ccc(OC)cc4)ccc3O[C@@H]2[C@H](CO)O1 is listed with 2 | -1 | -1.2 | 11 | 6 | 0[16.7 µM] | -4 | 5

# The listing continues.
# Order of results – FN deposition inh | PGC1a acetyl inh | F508del corr | GSIS activator | PglD inh | miR122 inh | C2C12 statin | Cneo AK release
CNC(=O)COc1ccc(Nc2nnc(C)c3ccccc23)cc1
    1 | -9 | -2.2 | 29 | 0 | -1 | x | 0
COCC(=O)Nc1ccc2c(c1)C(=O)N(C)C[C@H](OC)[C@@H](C)CN(Cc1ccncc1)[C@H](C)CO2
    -13 | 4 | 1.6 | 7 | -2 | 9[16.7 µM] | -13 | -3
CCOC(=O)/C=c1\s/c(=C\c2c(OC)ccc3ccccc23)c(=O)n1CC(=O)NCC1CCCO1 (stereo not drawn)
    x | -21 | 0.3 | 3 | -8 | 22 | -41 | 5
COc1ccc(OC)c(NC(=O)CSc2nc(=O)n(Cc3ccccn3)c3c2CCC3)c1
    -5 | x | -0.8 | 39 | 3 | x | -2 | 1
COc1ccc(-c2c(-c3cc(OC)cc(OC)c3)n(C)c3ccc(-c4cccc5[nH]ccc45)cc23)cc1
    -1 | -28 | -3.6 | 8 | 1 | 2 | -18 | 1
CC(C)(C)NC(=O)c1cc(NC(=O)c2ccco2)cc(NC(=O)c2ccco2)c1
    4 | 3 | x | x | 0 | 11 | -14 | -2
Cn1c(=O)c2c(nc(N3CCN(c4ccccn4)CC3)n2Cc2ccc(Cl)cc2Cl)n(C)c1=O
    x | 8 | x | x | -7 | 1 | 12 | 0
CCOc1ccc(N(C(C)C(=O)N2CCCCCC2)S(C)(=O)=O)cc1 (stereo not drawn)
    2 | x | 0.0 | -15 | 1 | -5 | 17 | -1
CCOCCC(=O)Nc1ccc2c(c1)c(=O)n(C)n2C/C=C/c1ccccc1
    0 | -27 | 1.4 | -1 | -7 | 8 | -3 | 2
CC(C)NC(=O)N(C)C[C@H]1OCCCC[C@@H](C)Oc2ccc(NS(=O)(=O)c3ccc(Cl)cc3)cc2C(=O)N([C@H](C)CO)C[C@H]1C
    2 | -5 | -1.7 | -29 | 4 | 1[16.7 µM] | x | -5
CC(=O)Nc1cc(C(=O)N2CCN(C)CC2)ccc1Sc1ccc(C)cc1
    5 | 3 | x | 8 | 0 | -11 | x | -2
O=C(C[C@H]1C[C@H]2c3cc(NC(=O)NC4CCCC4)ccc3O[C@H]2[C@H](CO)O1)NCc1ccc(-c2ccccc2)cc1
    -15 | -8 | -2.4 | 5 | 2 | 2[16.7 µM] | 6 | -57

# A section of the results above:
# Order of results – FN deposition inh | PGC1a acetyl inh | F508del corr | GSIS activator | PglD inh | miR122 inh | C2C12 statin | Cneo AK release
CCOC(=O)/C=c1\s/c(=C\c2c(OC)ccc3ccccc23)c(=O)n1CC(=O)NCC1CCCO1 (stereo not drawn)
    x | -21 | 0.3 | 3 | -8 | 22 | -41 | 5
COc1ccc(OC)c(NC(=O)CSc2nc(=O)n(Cc3ccccn3)c3c2CCC3)c1
    -5 | x | -0.8 | 39 | 3 | x | -2 | 1

# Screening results: PubChem BioAssay, Broad Institute
